High-throughput results: PubChem BioAssay, several laboratories
ZTA DNA inh – counter-screen for EBNA-1 inhibitors: inhibitors of Epstein-Barr virus ZTA; P03206; ZTA-DNA binding, fluorescence polarization; inhibition, % at 11 µM; hit rate 0.15% among 320,000; AID 2234; in the data active = inhibition above about 33%
EBNA-1 inh – blocks EBNA-1 binding to DNA; inhibition, % at 14.8 µM; AID 1950; EBNA-1 DNA binding, fluorescence polarization; hit rate 0.34% among 300,000; in the data active = inhibition above about 28%
RPL19A TOR yeast – alters RPL19A-GFP fluorescence in TOR pathway yeast screen; percent response vs DMSO, % at 10 µM; S. cerevisiae RPL19A-GFP strain, flow cytometry, 3 h; stronger effect = lower value; hit rate 0.3% among 330,000;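 active = percent response vs DMSO below 50%; inconclusive = fewer than 70 events counted for the yeast strain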;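 also: median channel GFP fluorescence of the barcoded RPL19A-GFP strain; ratio of sample median GFP to plate DMSO average so 100% = DMSO; lower means less RPL19A-GFP as with rapamycin TOR inhibition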
proCasp3 act – activators of human procaspase-3; P42574; recombinant procaspase-3 D3A, Ac-DEVD-pNA absorbance 405 nm; activation, % at 8.5 µM; hit rate 0.11% among 330,000; AID 463141;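 active = activation above the mean of all tested compounds plus 3 SD, cut at about 21% in these data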;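 also: 0% = DMSO alone and 100% = DMSO wells spiked with extra 5 µM PC-3 D3A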
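Assay system – Procaspase-3 D3A mutant · Benchmarks – DMSO low control, extra-enzyme high control · Technique – 405 nm absorbance of p-nitroaniline, reads at 0 and 120 min · Doses – 8.5 µM nominal · Measure – % activation between DMSO and enzyme-spiked controls · Also added – Ac-DEVD-pNA chromogenic peptide substrate · Schedule – 1 h compound preincubation, 2 h substrate hydrolysis at 25 °C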
MEP2-GFP yeast – alters MEP2-GFP fluorescence in TOR pathway yeast screen | S. cerevisiae MEP2-GFP strain, flow cytometry GFP, 3 h; 100% = DMSO control level | GFP response vs DMSO, % at 10 µM | hit rate 0.51% among 330,000;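 active = GFP response versus DMSO above a set limit, roughly screen mean plus 3 SD, cut at about 180% in these data; inconclusive = fewer than 70 cells counted for a yeast strain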;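 also: median GFP fluorescence of the barcode-gated MEP2-GFP cells per well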
LAP4-GFP MLPCN – yeast TOR pathway LAP4-GFP modulation | S. cerevisiae LAP4-GFP multiplex, flow cytometry GFP, 3 h; median GFP as percent of DMSO wells | AID 2023 | hit rate 0.34% among 320,000 | GFP response vs DMSO, % at 10 µM;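 active = GFP response vs DMSO above a set limit, about the screen mean plus 3 SD, cut at about 150% in these data; inconclusive = under 70 cell events counted for the yeast strain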
procasp7 counter – counter-screen: procaspase-7 (human) activation; P55210; recombinant procaspase-7, Ac-DEVD-pNA absorbance 405 nm; D23A/D198A/D206A triple mutant, cannot self-cleave; scale: DMSO 0, 5 µM enzyme 100; activation, % at 8.5 µM; hit rate 0.093% among 330,000; AID 463210;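 active = percent activation above the screen-wide mean plus 3 SD, cut at about 25% in these data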
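Assay system: Uncleavable procaspase-7 mutant enzyme; Input: 2 µM procaspase-7 mutant as dispensed; Also added: DEVD-pNA substrate; Medium: Zinc-free HEPES pH 7.4 with 300 mM NaCl, 0.01% Triton X-100; Timing: 1 h compound preincubation, 2 h substrate cleavage, 25 °C; Measured by: Epi-absorbance of released pNA at 405 nm, two timepoints.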
AHR activator – activates the human aryl hydrocarbon receptor. AID 2796. hit rate 2.5% among 320,000. P35869. activation, % at 5 µM. AHR-responsive luciferase reporter cells, luminescence; in the data active = activation above about 47%;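 also: 0% = vehicle wells and 100% = reference agonist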
* marks the source's active call; other numbers are inactive results; ? = inconclusive; . = not tested or not shown.

| smiles | ZTA DNA inh | EBNA-1 inh | RPL19A TOR yeast | proCasp3 act | MEP2-GFP yeast | LAP4-GFP MLPCN | procasp7 counter | AHR activator |
| --- | --- | --- | --- | --- | --- | --- | --- | --- |
| CN(C(=S)Nc1ccc(F)cc1)C1(c2ccccc2Cl)CCCCC1=O (stereo unspecified) | -3 | -3 | 91 | 8 | 90 | 91 | 3 | -5 |
| O=C(c1cc([N+](=O)[O-])cc([N+](=O)[O-])c1)N(c1ccccn1)c1ccccn1 | 2 | -3 | 103 | 0 | 96 | 86 | 12 | -3 |
| CC(C)COC(=O)c1cc(-c2ccc(/C=N/n3cnnc3)o2)ccc1Cl | -1 | -4 | 104 | -6 | 111 | 104 | -5 | 0 |
| Cc1cc(NC(=O)COC(=O)COc2cccc3c2OC(C)(C)C3)no1 | 13 | -2 | 98 | 4 | 97 | 101 | -4 | -2 |
| CC(=O)NCCCc1c[nH]c2ccc(Cl)cc12 | -1 | -6 | 96 | 2 | 100 | 91 | 7 | 6 |
| Cc1ccc(NC(=O)c2ccn(C)n2)c(Br)c1 | 15 | 3 | 102 | 5 | 95 | 102 | -4 | 0 |
| CC(/C=N/n1c(-c2ccco2)n[nH]c1=S)=C\c1ccccc1 | -3 | 3 | 105 | -6 | 112 | 103 | -13 | 3 |
| O=C(COc1ccccc1)NC1=NCCS1 | 4 | 3 | 92 | -3 | 94 | 98 | -12 | 1 |
| N#CNC(N)=Nc1cccc(Cl)c1 | -17 | -1 | 95 | 5 | 98 | 90 | 3 | 3 |
| CCOC(=O)CCCCC(=O)c1[nH]c(=O)[nH]c1CSc1nnc2c3ccccc3n(C(C)C)c2n1 | -3 | 3 | 108 | -2 | 114 | 109 | -22 | 10 |
| CC(=O)Cc1ccccc1OC(=O)c1ccco1 | -21 | -7 | 102 | 1 | 100 | 97 | 0 | 1 |
| CCN(CC)S(=O)(=O)c1cccc(NN=c2c(=O)c3ccccc3c2=O)c1 | 7 | 4 | 115 | 5 | 110 | 104 | 8 | 11 |
| CC1c2nc3ccccc3n2C(CC(=O)NCc2ccccn2)C(=O)N1Cc1ccccc1 (stereo unspecified) | 0 | -4 | 100 | 9 | 105 | 95 | 13 | -3 |
| CN(C)CCN(C)Cc1c2ccccc2c(CN(C)CCN(C)C)c2ccccc12 | -12 | 2 | 107 | 0 | 108 | 99 | -6 | 1 |
| O=C(Nc1cccc([N+](=O)[O-])c1)c1ccc(CN2CCOCC2)cc1 | -4 | -5 | 101 | -3 | 96 | 94 | -3 | 7 |
| O=C(/C=C/NCC(=O)c1ccccc1)c1ccc(Br)cc1 | -14 | -7 | 108 | -2 | 120 | 111 | -5 | -1 |
| CC(=O)Nc1ccc(S(=O)(=O)NCc2ccc(C(=O)NCCN3CCCCCC3)cc2)cc1 | 18 | 11 | 95 | 3 | 92 | 94 | 2 | 4 |
| Nc1nonc1-n1nnc(C(=O)N/N=C/c2ccccc2Cl)c1CSc1ccccc1 | -6 | 5 | 101 | -6 | 96 | 111 | 2 | 2 |
| COc1ccc(OC)c(NC(=O)CSC2=NN3CCCC(=O)N=C3S2)c1 | -9 | -17 | 102 | -1 | 103 | 100 | 4 | 2 |
| CC(C)C[C@H](NC(=O)c1[nH]cnc1C(=O)N[C@@H](C)c1ccccc1)C(=O)OC(C)(C)C | 7 | -1 | 108 | 6 | 102 | 100 | -11 | 12 |
| Cc1nc2ncnn2c(C)c1CCC(=O)N1CCc2ccccc2C1 | -6 | 4 | 92 | 0 | 97 | 99 | -2 | 1 |
| COC(=O)C1=C(C)NC(C)=C(C(=O)OC)C1c1cn(-c2ccccc2)nc1-c1ccco1 | 0 | 10 | 98 | 5 | 101 | 101 | -6 | 5 |
| Cc1c(C(=O)N(C)Cc2ccccc2)oc2c(Cl)cccc12 | -3 | -2 | 104 | -3 | 106 | 97 | -3 | -3 |
| CCC(=O)N1CCN(c2ccccc2NC(=O)c2ccc(OC)c(Cl)c2)CC1 | -16 | 6 | 101 | -3 | 103 | 109 | 2 | 18 |
| CCCSc1nsc(NC(=O)C(c2ccccc2)c2ccccc2)n1 | 9 | 9 | 97 | 3 | 99 | 98 | 5 | 1 |
| COc1cccc(-c2cc(C(=O)N3CCN(c4ncccn4)CC3)c3ccccc3n2)c1 | -12 | -12 | 93 | 4 | 97 | 106 | -3 | 8 |
| O=C(/C=C/c1cccc(F)c1)Nc1cc(S(=O)(=O)N2CCOCC2)ccc1N1CCCC1 | -10 | 0 | 103 | -7 | 106 | 90 | -2 | -2 |
| N#C/C(C(=O)N1CCCCC1)=C1/N=C(N)c2ccccc21 | 5 | -13 | 104 | 1 | 114 | 97 | 2 | 1 |
| CCCCN(C(=O)c1cccc(-n2cccc2)c1)c1c(N)n(CCCC)c(=O)[nH]c1=O | -11 | -14 | 95 | -11 | 99 | 98 | -6 | 8 |
| CCC(C)NS(=O)(=O)c1ccc(OCC(=O)Nc2ccc(F)cc2F)cc1 (stereo unspecified) | -4 | 7 | ? | -4 | ? | ? | 7 | 1 |
| Cc1cc(/C=N/NC(N)=S)c(C)n1-c1ccc(Cl)c(Cl)c1 | 7 | 9 | 104 | -5 | 108 | 112 | -5 | 10 |
| Cc1ccc2[nH]c(SCC(=O)N3CCOCC3)nc2c1C | 21 | 10 | 92 | 4 | 88 | 87 | 6 | 23 |
| COc1ccc(-c2csc(NC(=O)c3ccccc3Br)c2C(=O)O)cc1 | 4 | 9 | 105 | 8 | 93 | 96 | -1 | 9 |
| COc1ccc(-c2n[nH]c(=S)n2/N=C/c2cccn2C)cc1 | -11 | -11 | 103 | -8 | 93 | 105 | -30 | 70* |
| Cc1oc(C(C)(C)C)cc1C(=O)N1CCN(C(c2ccccc2)c2ccccc2)CC1 | 1 | -7 | 98 | -4 | 97 | 102 | 17 | -3 |
| O=C(Nc1ccc(C(F)(F)F)cc1)c1ccc2ncsc2c1 | 2 | 5 | 105 | -8 | 107 | 96 | 0 | 42 |
| CN(C)C(=O)c1cc2cc(Br)ccc2s1 | 7 | 7 | 98 | 4 | 95 | 94 | 5 | -2 |
| Cc1ccc(Cn2cc(C(=O)NN)c(=O)c3ccc(F)cc32)cc1 | 3 | 12 | 102 | 12 | 99 | 96 | 18 | 4 |
| Cc1cccc(C)c1NC(=O)NC1CC2CCC(C1)N2Cc1cccs1 (stereo unspecified) | -8 | -4 | 98 | 8 | 101 | 98 | -3 | 1 |
| OCC[C@H]1C[C@@H](O)[C@H](O)[C@]2(OCCc3ccccc32)O1 | -16 | 5 | 93 | 0 | 93 | 127 | -2 | 0 |
| Cc1ccc(S(=O)(=O)Nc2ccc(N3CCOCC3)cc2)cc1[N+](=O)[O-] | -7 | -7 | 94 | -5 | 91 | 91 | -1 | 4 |
| O=C(CN1CCCCCCC1)Nc1cccc(Cl)c1Cl | -17 | 0 | 104 | 9 | 99 | 95 | -4 | 3 |
| COc1cccc(OC)c1OCCCN1CCC(Cc2ccccc2)CC1 | 6 | -5 | 113 | 7 | 111 | 101 | 10 | -1 |
| CCOc1ccccc1-n1nnnc1SCC(=O)NCC1(N2CCOCC2)CCCCC1 | 8 | . | 98 | 10 | 95 | 102 | 6 | 2 |
| COc1cccc(C2=NN(C(=O)c3ccco3)C(c3ccco3)C2)c1 (stereo unspecified) | 2 | -3 | 100 | -2 | 94 | 104 | -14 | 4 |
| O=C(Cn1c(=O)c2sccc2n(Cc2ccc([N+](=O)[O-])cc2)c1=O)NCCc1ccccc1 | 0 | -6 | 98 | -1 | 99 | 84 | 5 | 1 |
| Cn1c(CCN2CCCCC2)nc2cc(NC(=O)Nc3ccccc3)ccc21 | 2 | 0 | 93 | -1 | 92 | 88 | -1 | -1 |
| CCC(CC)N1CCN(CC2CC=CCC2)CC1 (stereo unspecified) | -10 | 11 | 95 | -1 | 97 | 101 | 2 | -3 |
| Cc1ccc(-n2c(C)c3c(C)nnc(C)c3c2C)cc1C | -5 | 4 | 101 | -6 | 103 | 103 | 12 | 28 |
| CC(C)c1ccc(/C=N/NC(=O)CC(=O)NCc2ccccc2)cc1 | -7 | 6 | 101 | 10 | 114 | 118 | 7 | 4 |
| CCN(CC)S(=O)(=O)c1ccc(S(=O)(=O)Nc2c(C)nn(C)c2C)cc1 | 3 | 1 | 96 | -2 | 99 | 109 | 4 | 4 |
| COc1ccc(N2CCN(CC(=O)Nc3cc(C)cc(C)c3)CC2)cc1 | -4 | 10 | 102 | 7 | 107 | 94 | 3 | 1 |
| COC(=O)N/N=C(\CCC(=O)O)c1cccs1 | -1 | 7 | 104 | 2 | 99 | 102 | 6 | 8 |
| O=C(NC1CC(=O)N(c2ccc3c(c2)OCCO3)C1)N1CCC(O)CC1 (stereo unspecified) | 15 | 8 | 102 | 5 | 102 | 114 | 1 | 1 |
| COCC1COS(=O)(=O)NC1(C)C (stereo unspecified) | 13 | 4 | 93 | -1 | 90 | 108 | -3 | 1 |
| Cn1cccc1/C=N/NC(=O)CNc1cccc2ccccc12 | -12 | -4 | 95 | 1 | 98 | 108 | -3 | 5 |
| O=C(O)CN1C(=O)/C(=C2\C(=O)N(Cc3ccccc3Cl)c3ccccc32)SC1=S | -19 | -5 | 97 | -6 | 94 | 87 | -5 | 60* |

Three structures from above, arranged by number of heavy atoms, ascending.
| smiles | ZTA DNA inh | EBNA-1 inh | RPL19A TOR yeast | proCasp3 act | MEP2-GFP yeast | LAP4-GFP MLPCN | procasp7 counter | AHR activator |
| --- | --- | --- | --- | --- | --- | --- | --- | --- |
| Cc1ccc2[nH]c(SCC(=O)N3CCOCC3)nc2c1C | 21 | 10 | 92 | 4 | 88 | 87 | 6 | 23 |
| Cc1ccc(Cn2cc(C(=O)NN)c(=O)c3ccc(F)cc32)cc1 | 3 | 12 | 102 | 12 | 99 | 96 | 18 | 4 |
| COc1cccc(OC)c1OCCCN1CCC(Cc2ccccc2)CC1 | 6 | -5 | 113 | 7 | 111 | 101 | 10 | -1 |

Quoted from the entries so far (ten entries):
| smiles | ZTA DNA inh | EBNA-1 inh | RPL19A TOR yeast | proCasp3 act | MEP2-GFP yeast | LAP4-GFP MLPCN | procasp7 counter | AHR activator |
| --- | --- | --- | --- | --- | --- | --- | --- | --- |
| CCC(CC)N1CCN(CC2CC=CCC2)CC1 (stereo unspecified) | -10 | 11 | 95 | -1 | 97 | 101 | 2 | -3 |
| Cc1ccc(-n2c(C)c3c(C)nnc(C)c3c2C)cc1C | -5 | 4 | 101 | -6 | 103 | 103 | 12 | 28 |
| CC(C)c1ccc(/C=N/NC(=O)CC(=O)NCc2ccccc2)cc1 | -7 | 6 | 101 | 10 | 114 | 118 | 7 | 4 |
| CCN(CC)S(=O)(=O)c1ccc(S(=O)(=O)Nc2c(C)nn(C)c2C)cc1 | 3 | 1 | 96 | -2 | 99 | 109 | 4 | 4 |
| COc1ccc(N2CCN(CC(=O)Nc3cc(C)cc(C)c3)CC2)cc1 | -4 | 10 | 102 | 7 | 107 | 94 | 3 | 1 |
| COC(=O)N/N=C(\CCC(=O)O)c1cccs1 | -1 | 7 | 104 | 2 | 99 | 102 | 6 | 8 |
| O=C(NC1CC(=O)N(c2ccc3c(c2)OCCO3)C1)N1CCC(O)CC1 (stereo unspecified) | 15 | 8 | 102 | 5 | 102 | 114 | 1 | 1 |
| COCC1COS(=O)(=O)NC1(C)C (stereo unspecified) | 13 | 4 | 93 | -1 | 90 | 108 | -3 | 1 |
| Cn1cccc1/C=N/NC(=O)CNc1cccc2ccccc12 | -12 | -4 | 95 | 1 | 98 | 108 | -3 | 5 |
| O=C(O)CN1C(=O)/C(=C2\C(=O)N(Cc3ccccc3Cl)c3ccccc32)SC1=S | -19 | -5 | 97 | -6 | 94 | 87 | -5 | 60* |
